GAA spleen mod: lysosomal alpha-glucosidase (human) modulation; P10253; human spleen homogenate, 4-MU-alpha-glucoside fluorescence; Potency, µM (titrated, usually from 79.9 µM), inactives show top-dose activity change, negative = inhibition, most hits filed as inhibitors; 0.006% of 240,000 active;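 also: 0% = enzyme with vehicle and -100% = no enzyme basal signal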
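AC50 values come from Hill-equation fits of concentration-response data, normalized to no-enzyme and full-activity controls. Enzyme source: 1 ug human spleen homogenate; 1 mM fluorogenic 4-MU glucoside, pH 5.0 citrate buffer, 37 C, 40 min.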
Epigenetic reg: regulators of epigenetic silencing causing reporter derepression in mouse cells | murine LDR cells, GFP reporter derepression, 30 h | Potency, µM (titrated, usually from 53.9 µM), without a hit: top-dose GFP activation, usual class: activators | 0.2% of 280,000 active; also: % of control where 0% means no effect; nearly all actives have a fitted effect of over 60% in size
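Derepression of a silenced CMV-GFP reporter in murine LDR cells is scored by enumerating GFP-positive cells with a laser-scanning microplate cytometer after 30 hours of treatment at 37 C.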
ALDH1A1 block: inhibitors of human aldehyde dehydrogenase 1A1. P00352. Purified ALDH1A1, NADH fluorescence, propionaldehyde substrate. Potency, µM (titrated, usually from 75.3 µM), inactives show at the top dose activity, negative = inhibition, hits mostly inhibitors. 7.3% of 220,000 active. AID 1030; active = well fitted inhibition curve with a large enough effect, not every such curve was filed as active; inconclusive = small, poorly fitted or top-dose-only effect, or another doubt; inactive = no such curve, though single readings can be large or run the other way;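 also: plate controls were no enzyme wells and a reference inhibitor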
GAA glycogen mod: GAA glycogen-cleavage inhibition or activation | 0.38% of 300,000 active | recombinant GAA, glycogen substrate, Amplex Red glucose oxidase fluorescence | Potency, µM (titrated, usually from 76.4 µM), for inactives: top-dose activity change, negative = inhibition, usual class: inhibitors | AID 2100 | P10253;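 also: 0% = full enzyme reaction and -100% = no-enzyme basal signal; the screen sought inhibitors and activators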
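Recombinant human enzyme (4 nM); glycogen substrate; 37 C, 40 min, pH 5.0. Readout: coupled glucose oxidase/Amplex Red fluorescence.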
Tau fluor counter: counter-screen for tau fibril formation inhibitors; tau K18 P301L (four-repeat tau fragment) Alexa594 fluorescence, heparin fibrillization; Potency, µM (series often up to 57.7 µM), inactives show at the highest dose activity change, negative = decrease; 0.93% of 280,000 active; AID 1463; also: % is scaled to controls: 0 for no effect and ±100 for the full control effect; nearly all actives have a fitted effect of over 55% in size
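Human K18 P301L tau (15 uM unlabeled plus 0.24 uM Alexa 594-labeled, final) in 100 mM sodium acetate pH 7 was mixed with compound and 20 uM heparin and incubated 6 hr at 37 C.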
GLA spleen mod: inhibitors or activators of human alpha-galactosidase in spleen homogenate | human spleen homogenate, 4MU-alpha-Gal fluorescence, 40 min | Potency, µM (titrated, usually from 80 µM), for inactives: at the top dose activity change, negative = inhibition, hits mostly inhibitors | 0.008% of 240,000 active;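 also: 0% = enzyme with vehicle and -100% = no enzyme basal signal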
Target sequence (P06280 32-429 limits assumed): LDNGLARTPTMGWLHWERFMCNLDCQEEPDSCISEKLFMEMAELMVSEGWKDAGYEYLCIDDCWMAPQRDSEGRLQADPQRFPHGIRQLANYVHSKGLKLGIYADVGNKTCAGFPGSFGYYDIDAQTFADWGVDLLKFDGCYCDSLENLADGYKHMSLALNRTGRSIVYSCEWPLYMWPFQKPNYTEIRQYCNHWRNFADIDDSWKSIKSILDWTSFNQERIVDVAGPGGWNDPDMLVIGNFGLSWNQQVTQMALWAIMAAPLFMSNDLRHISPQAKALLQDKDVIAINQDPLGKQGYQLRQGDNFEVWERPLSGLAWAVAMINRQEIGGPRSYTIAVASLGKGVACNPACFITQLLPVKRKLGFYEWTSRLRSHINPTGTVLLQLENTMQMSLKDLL
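Inhibition or activation of alpha-galactosidase in human spleen homogenate is scored by 4-MU fluorescence after 40 min at 37C, pH 5.0, with 1 mM substrate. AC50s come from concentration-response fitted to the Hill equation.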
GAA inhib: blocks human lysosomal alpha-glucosidase; purified human GAA, 4-MU-alpha-glucoside fluorescence; Potency, µM (doses to about 76.9 µM), for inactives: at the highest dose activity change, negative = inhibition, most hits filed as inhibitors; 0.005% of 200,000 active; AID 1466;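 also: plate controls were uninhibited enzyme wells for no effect and no-enzyme background for full effect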
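Activity normalized between no-enzyme (basal) and enzyme-only wells. Conditions: 4 nM human enzyme, 400 uM fluorogenic substrate, citrate/phosphate pH 5.0 with Tween-20, 20 min room temperature, compounds up to 77 uM.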
NPSR antagonist: antagonists of human neuropeptide S receptor cAMP signaling; AID 1461; 1% of 220,000 active; Q6W5P4; CHO-NPSR cells, cAMP TR-FRET, antagonist mode; Potency, µM (series often up to 38.3 µM), inactives show at the top dose activity change, negative = inhibition, actives largely listed as inhibitors; also: % is scaled to controls: 0 for no effect and ±100 for the full control effect; nearly all actives have a fitted effect of over 50% in size; many of its hits are not listed in these tables
Target sequence (Q6W5P4 whole entry, looked up): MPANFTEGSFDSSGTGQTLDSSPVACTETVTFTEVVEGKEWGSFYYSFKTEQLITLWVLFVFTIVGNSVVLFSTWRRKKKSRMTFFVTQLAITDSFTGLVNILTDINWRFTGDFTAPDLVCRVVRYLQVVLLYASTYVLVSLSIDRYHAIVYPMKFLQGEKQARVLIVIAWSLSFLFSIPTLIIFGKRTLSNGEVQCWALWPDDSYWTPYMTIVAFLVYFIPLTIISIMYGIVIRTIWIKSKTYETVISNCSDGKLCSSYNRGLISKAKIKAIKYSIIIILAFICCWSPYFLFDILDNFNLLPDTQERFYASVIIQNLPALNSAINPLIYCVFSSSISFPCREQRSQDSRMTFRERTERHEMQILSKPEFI
An asterisk follows results filed as active; u = inconclusive; x = not tested or not shown; & = joins results of further samples; [ ] = dose if it differs, or a comment. Unless noted, calls follow the shape of the dose curve; as a rule, active = well fitted curve in the direction sought with a large enough effect; inconclusive = small, poorly fitted or top-dose-only effect, or another doubt; inactive = no such curve, though single readings can be large; an effect the other way counts as inactive or inconclusive. Potency is read from the fitted curve at half-maximal effect. Some of the compounds tested; count on the stated rates, not on these rows.

Below each compound: GAA spleen mod, GAA glycogen mod, GLA spleen mod, Epigenetic reg, NPSR antagonist, ALDH1A1 block, GAA inhib, Tau fluor counter
CC(C)N1CCc2c(sc(NC(=O)c3cc4cc([N+](=O)[O-])ccc4s3)c2C(N)=O)C1
→ -14%, -12%, -2%, u, -6%, u, u, u
Cn1nc([N+](=O)[O-])nc1Oc1ccccc1C(=O)N1CCOCC1
→ 14%, 30%, 4%, -1.5%, 12%, 9%, 0%, 10%
CC1Cc2nc(SCC(=O)N3CCN(c4ccccc4)CC3)n(CCc3ccccc3)c(=O)c2S1 (stereo unspecified)
→ -5%, -4%, 2%, 0.0%, -14%[46.1 µM], -8%, -17%, -20%
CC(=O)N(C(C)=O)c1nc2nc(C)cc(C)n2n1
→ 9%, 5%, 5%, -1.4%, 20%, -1%, -1%[15.4 µM], 8%
Cn1[nH]c(C(F)(F)F)c(C=NCc2ccc(Cl)cc2)c1=O
→ -14%, -26%, 2%, -0.5%, -19%, 1%, 0%, 1%
CC1CCCN(c2ccc(C(=O)Nc3ccc4c(c3)OCO4)cc2[N+](=O)[O-])C1 (stereo unspecified)
→ -10%, 5%, 2%, 0.0%, -47%, u, -13%, u
COc1cccc(C(=O)N/N=C/c2ccc(OC3CSC3)cc2)c1
→ -5%, 5%, 2%, 0.8%, -14%[46.1 µM], 7%, 0%, -15%
COC(=O)C1(NC(=O)NC23CC4CC(CC(C4)C2)C3)CCCCC1
→ -1%, 6%, 3%, -1.8%, -30%, -10%, 1%, -1%
Cc1noc(C)c1C(=O)Nc1sc(C)c(-c2ccccc2)c1C#N
→ -5%, 1%, -1%, 1.8%, -8%[46.1 µM], 10µM*, -6%, -7%
CCc1nnc(NS(=O)(=O)c2ccc(NC(=O)c3ccco3)cc2)s1
→ 6%, -20%, 3%, 5.0%, 5%, u, -4%, -15%
CCc1nc(SCC(=O)N2CCN(c3ccccc3)CC2)c2c(=O)n(C)c(=O)n(C)c2n1
→ 2%, -2%, 5%, -0.2%, 15%, 11%, x, -6%
COc1ccc(C(=O)N2CC=C(c3ccccc3)CC2)cc1S(=O)(=O)N1CCOCC1
→ 1%, -5%, 6%, 4.8%, -7%[46.1 µM], -15%, -7%[15.4 µM], -2%
CC1=CN2C(=N)/C(=C/c3ccc(Sc4ccc(C)cc4)o3)C(=O)N=C2S1
→ 4%, -1%, 8%, u, -10%, u, -15%, u
CCc1cc2c(-c3ccccc3)cc(=O)oc2cc1OC(=O)c1cccs1
→ 5%, 5%, 8%, 1.5%, -21%, -1%, 6%, 8%
O=C(Nc1cccc(NC(=O)c2ccco2)c1)c1ccc2c(c1)OCO2
→ -16%, -7%, 2%, -2.6%, -8%[46.1 µM], -9%, -13%, -7%

Brought forward from above: two entries; new compounds follow.
Below each compound: GAA spleen mod, GAA glycogen mod, GLA spleen mod, Epigenetic reg, NPSR antagonist, ALDH1A1 block, GAA inhib, Tau fluor counter
CCc1cc2c(-c3ccccc3)cc(=O)oc2cc1OC(=O)c1cccs1
→ 5%, 5%, 8%, 1.5%, -21%, -1%, 6%, 8%
O=C(Nc1cccc(NC(=O)c2ccco2)c1)c1ccc2c(c1)OCO2
→ -16%, -7%, 2%, -2.6%, -8%[46.1 µM], -9%, -13%, -7%
O=C(CNC(=O)c1cc2c(s1)CCC2)Nc1ccccc1Br
→ 1%, 7%, 6%, -3.1%, -19%[46.1 µM], 1%, -8%, -19%
CCCNS(=O)(=O)c1ccc(CCC(=O)N2CCN(CC)CC2)cc1
→ 6%, 8%, 4%, 3.2%, 2%[46.1 µM], -8%, u, -4%
CSc1nc(N)c2ncn([C@@H]3O[C@H](COP(=O)(O)OP(=O)(O)O)[C@H](O)[C@H]3O)c2n1
→ 8%, x, 6%, -0.2%, u, 6%, x, -11%
O=C(O)c1cccc(S(=O)(=O)Nc2ccc([N+](=O)[O-])cc2O)c1
→ -11%, -15%, 0%, 2.5%, 30%, x, x, -24%
O=C(NC1CC1)c1ccc(CS(=O)(=O)c2c(Cl)cccc2Cl)o1
→ 4%, -3%, 6%, 1.7%, 12%[46.1 µM], u, 3%[15.4 µM], -2%
Cc1ccc(Nc2nc3ccccc3c(=O)s2)cc1
→ 6%, 5%, -7%, 1.0%, 11%, 10%, 9%, 1%
COc1ccccc1NS(=O)(=O)c1ccc(O)c(C(=O)OCC(=O)c2ccc(Cl)cc2Cl)c1
→ 1%, -5%, 2%, 0.9%, -13%, 1.1µM*, u, -13%
CCOC(=O)c1nn(-c2ccccc2C)c(=O)c(C#N)c1C
→ -9%, 2%, -6%, -0.2%, 4%[46.1 µM], 4%, -1%, -17%
CN(C)CCN(C(=O)CCc1ccccc1)c1nc2c(F)cc(F)cc2s1
→ 5%, -18%, 0%, 1.4%, -43%, -2%, u, -23%
Cc1ccc(-c2[nH]c3cc(C(=O)NCCCn4ccnc4)ccc3c(=O)c2O)cc1
→ -2%, u, 2%, -0.2%, 16%, x, x, -19%
CN1C(=O)c2ccccc2C(C(=O)NCC2CCCO2)C1c1c[nH]c2ccccc12 (stereo unspecified)
→ 1%, 0%, 1%, 0.2%, -4%[46.1 µM], -2%, 6%, -2%
C=CC(C)(O)CCCC(C)CCCC(C)CCCC(C)C (stereo unspecified)
→ 10%&10%, x, 7%&7%, -4.0%, x, -2%&-1%, x, -6%
O=C(C1CCC(CNc2c(N3CCCC3)c(=O)c2=O)CC1)N1CCc2ccccc21 (stereo unspecified)
→ 1%, 0%, -2%, u, -8%, x, x, -1%
CN/S(=N/S(=O)(=O)c1ccccc1)c1ccc(C)cc1 (stereo unspecified)
→ 4%, -5%, 6%, -1.3%, -6%[46.1 µM], -5%, -1%, 3%
CCC(CC)NC(=O)C1CCN(S(=O)(=O)c2cccs2)CC1
→ -4%, 1%, 0%, 0.3%, -13%[46.1 µM], 2%, -6%, -6%
O=C(NCC(c1cccnc1)N1CCN(c2ccc(F)cc2)CC1)C1CCCCC1 (stereo unspecified)
→ -24%, 4%, 13%, 0.0%, -20%[46.1 µM], 7%, 10%, -14%
Cc1cccc(NC(=O)CN2C(=O)N/C(=C\c3ccc(-c4cccc(C(=O)O)c4)o3)C2=O)c1
→ 0%, -8%, 0%, 0.0%, -9%, x, x, -12%
CC(NC(=O)c1ccc(Cl)cc1)C(=O)NC1=NCCS1 (stereo unspecified)
→ 0%, 5%, 9%, -2.3%, 0%[46.1 µM], 1%, -3%, 2%
Cc1ccc(C(=O)Nc2cccc(S(=O)(=O)N3CCOCC3)c2)cc1[N+](=O)[O-]
→ -12%, -6%, -1%, -0.3%, 27%, u, u, -25%
O=C(CCl)Nc1ccccc1C(=O)Nc1ccc2c(c1)OCO2
→ 2%, 1%, 4%, -0.3%, 10%[7.67 µM], x, x, -14%
C=CCNC(=O)COC(=O)CNC(=O)c1cc(Cl)cc([N+](=O)[O-])c1
→ 10%, 5%, 8%, 1.3%, 10%, -8%, -2%, 1%
O=C1CCCCC2CCCCN12 (stereo unspecified)
→ 0%[181 µM], x, 7%[181 µM], 12%[96.6 µM], x, -8%[120 µM], x, -8%[126 µM]
O=C(CSc1nnnn1C1CCCC1)Nc1ccc2c(c1)OCCO2
→ 1%, -8%, 7%, 1.6%, 12%[7.67 µM], 6.3µM*, 5%, -17%
Cc1ccccc1OCC(=O)N1CCCc2ccccc21
→ -9%, 3%, 3%, 0.0%, -1%, u, -2%, -8%
Cc1ccccc1-c1n[nH]c(=S)n1Cc1ccccc1
→ -1%, -5%, 6%, -4.0%, -28%, -1%, 8%, 9%
COC(=O)C1=C(C)N(Cc2ccccc2)C(=O)N[C@H]1c1ccco1
→ 0%[17.4 µM], x, 6%[17.5 µM], x, x, -4%[13.5 µM], x, 1%[11.6 µM]
Cc1nc2ccccc2c(=O)n1/N=C/c1c(O)ccc2oc3c(c12)CCCC3
→ -1%, -1%, 9%, -2.1%, -17%[46.1 µM], -1%, -6%, u
Cc1ncc([N+](=O)[O-])n1CCOC(=O)NC(NCc1cccnc1)C(Cl)(Cl)Cl (stereo unspecified)
→ -12%, 17%, -8%, -1.0%, 30%, 24%, 1%, 1%
O/N=C1\CC(O)Cc2nonc21 (stereo unspecified)
→ 2%, -2%, -7%, -6.1%, -6%[46.1 µM], 5%, 3%, 3%
COc1ccc(C(=O)c2coc(-c3ccccc3C(=O)O)c2C(=O)O)cc1
→ 0%, -4%, 3%, -1.0%, -2%, 5%, 5%, 6%

Structures listed so far that contain a nitro group on carbon (seven):
Below each compound: GAA spleen mod, GAA glycogen mod, GLA spleen mod, Epigenetic reg, NPSR antagonist, ALDH1A1 block, GAA inhib, Tau fluor counter
CC(C)N1CCc2c(sc(NC(=O)c3cc4cc([N+](=O)[O-])ccc4s3)c2C(N)=O)C1
→ -14%, -12%, -2%, u, -6%, u, u, u
Cn1nc([N+](=O)[O-])nc1Oc1ccccc1C(=O)N1CCOCC1
→ 14%, 30%, 4%, -1.5%, 12%, 9%, 0%, 10%
CC1CCCN(c2ccc(C(=O)Nc3ccc4c(c3)OCO4)cc2[N+](=O)[O-])C1 (stereo unspecified)
→ -10%, 5%, 2%, 0.0%, -47%, u, -13%, u
O=C(O)c1cccc(S(=O)(=O)Nc2ccc([N+](=O)[O-])cc2O)c1
→ -11%, -15%, 0%, 2.5%, 30%, x, x, -24%
Cc1ccc(C(=O)Nc2cccc(S(=O)(=O)N3CCOCC3)c2)cc1[N+](=O)[O-]
→ -12%, -6%, -1%, -0.3%, 27%, u, u, -25%
C=CCNC(=O)COC(=O)CNC(=O)c1cc(Cl)cc([N+](=O)[O-])c1
→ 10%, 5%, 8%, 1.3%, 10%, -8%, -2%, 1%
Cc1ncc([N+](=O)[O-])n1CCOC(=O)NC(NCc1cccnc1)C(Cl)(Cl)Cl (stereo unspecified)
→ -12%, 17%, -8%, -1.0%, 30%, 24%, 1%, 1%

Compound activity: PubChem, National Center for Advancing Translational Sciences (NCATS)
